Assay outcomes as filed in PubChem BioAssay.
PPARg SRC3 recr: PPARgamma-driven SRC-3 recruitment agonism | biochemical PPARgamma/SRC-3 coactivator recruitment assay | activation, % at 8 µM | actives 0.26% (n = 200,000); in the data active = activation above about 23%;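 note: 0% = DMSO and 100% = reference agonist; some compounds past the cut are filed as inactive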
Target sequence (P37231 whole entry, looked up): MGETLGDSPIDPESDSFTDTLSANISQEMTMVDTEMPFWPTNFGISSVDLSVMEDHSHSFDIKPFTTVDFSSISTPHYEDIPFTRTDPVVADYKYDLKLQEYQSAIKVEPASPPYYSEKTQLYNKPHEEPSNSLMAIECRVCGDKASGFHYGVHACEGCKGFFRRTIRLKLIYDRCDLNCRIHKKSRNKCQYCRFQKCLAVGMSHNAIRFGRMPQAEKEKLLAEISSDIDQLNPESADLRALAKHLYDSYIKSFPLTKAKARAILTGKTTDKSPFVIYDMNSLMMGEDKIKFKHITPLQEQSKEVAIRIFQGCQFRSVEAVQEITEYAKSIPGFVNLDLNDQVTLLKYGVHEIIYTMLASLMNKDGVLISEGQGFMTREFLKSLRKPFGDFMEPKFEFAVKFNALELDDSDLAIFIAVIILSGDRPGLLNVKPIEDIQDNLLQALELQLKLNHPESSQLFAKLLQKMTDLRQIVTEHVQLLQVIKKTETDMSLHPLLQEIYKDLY
S1P3 antag: antagonists of human S1P3 receptor. Q99500. CHO S1P3 NFAT-BLA reporter, FRET fluorescence, antagonist mode. inhibition, % at 4.98 µM. actives 0.27% (n = 170,000). AID 485;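 active = inhibition above the plate cutoff, the mean inhibition of test wells on that plate plus 3 SD, cut at about 28% in these data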;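 note: cells challenged with S1P at its EC80 of 0.8 µM; blue over green emission ratio from cleaved BLA substrate after 4 h stimulation; 0% = S1P-stimulated wells and 100% = unstimulated DMSO-only wells; some compounds past the cut are filed as inactive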
Redox H2O2 prof: compounds producing H2O2 with reducing agent – biochemical, NIH compound library profiling, artefact control for MLSCN library redox annotation, primary screen; actives 0.03% (n = 200,000); DTT-dependent redox cycling H2O2, phenol red/HRP absorbance; 100% = 100 µM peroxide control, 0% = buffer; activation, % at 10 µM;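 active = activation of at least 50% relative to the plate's high and low controls in the primary single-dose screen; inactive = activation below 50%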;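 note: compound incubated with DTT at 0.8 mM final as the reducing agent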
RAM network inh: blocks the yeast RAM network; S. cerevisiae dse1pr::URA3 reporter, 5-FOA growth OD615, 2 d; analog-sensitive cbk1-as2 kinase mutant strain; inhibition, % at 50 µM; actives 1.8% (n = 190,000); AID 868;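 active = inhibition above a set limit, 3 SD over mean compound inhibition, cut at about 8.4% in these data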;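 note: 0% = DMSO-only wells with no growth and 100% = 10 µM 1-NA-PP1 full growth; inhibition rescues growth on 5-FOA so higher OD means more RAM inhibition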
TR-FRET SRC-2 ct: flags TR-FRET format artefacts in PPARgamma SRC-2 recruitment agonist screen. TR-FRET artefact counter-screen; active compounds read high. TR-FRET ratio at 8 µM. actives 0.4% (n = 200,000). AID 1049; in the data active = TR-FRET ratio above about 2000; note: inactives centre near 1500
bIAP inhibitor: intestinal alkaline phosphatase (bovine) inhibition; purified bovine IAP, CDP-star luminescence, 30 min; inhibition, % at 20 µM; 190,000 tested, under 10 active;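 active = over 50% inhibition of intestinal alkaline phosphatase at 20 µM in the single-dose screen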
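test system = bovine IAP enzyme | medium = DEA buffer 100 mM, pH 9.8, with MgCl2 1.0 mM, ZnCl2 0.02 mM | detection = luminescence | dosing = single compound dose of 20 µM, 2% DMSO final | incubation = 30 min reaction at room temperature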
PPARg SRC2 recr: promotes SRC-2 coactivator recruitment by human PPARgamma. PPARgamma LBD-SRC-2 recruitment, biochemical. AID 1032. activation, % at 8 µM. actives 0.34% (n = 200,000). P37231; in the data active = activation above about 22%;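 note: 0% = vehicle and 100% = reference agonist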
HMGR II inh: inhibitors of class II HMG-CoA reductase from Enterococcus faecalis; AID 1066; purified E. faecalis HMGR, NADPH absorbance 340 nm kinetic; actives 0.41% (n = 190,000); inhibition, % at 10 µM;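 active = inhibition above a set limit, the median over all tested compounds plus 3 SD, cut at about 9.5% in these data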;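 note: enzyme runs in reverse so mevalonate oxidation gives rising NADPH absorbance; 0% = complete reaction with DMSO and 100% = background rate lacking mevalonate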
ROMK mod: human ROMK K+ channel modulation, primary screen | B-score at 10 µM | Tet-inducible ROMK, thallium flux fluorescence; actives lie on both sides | actives 2% (n = 130,000);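 active = signal ratio slope over the read window, or its plate-corrected B-score, at least 3 SD from the plate mean, either direction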;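 note: B-score of the F/F0 ratio slope over 7 to 12 s after thallium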
Target sequence (P48048 whole entry, looked up): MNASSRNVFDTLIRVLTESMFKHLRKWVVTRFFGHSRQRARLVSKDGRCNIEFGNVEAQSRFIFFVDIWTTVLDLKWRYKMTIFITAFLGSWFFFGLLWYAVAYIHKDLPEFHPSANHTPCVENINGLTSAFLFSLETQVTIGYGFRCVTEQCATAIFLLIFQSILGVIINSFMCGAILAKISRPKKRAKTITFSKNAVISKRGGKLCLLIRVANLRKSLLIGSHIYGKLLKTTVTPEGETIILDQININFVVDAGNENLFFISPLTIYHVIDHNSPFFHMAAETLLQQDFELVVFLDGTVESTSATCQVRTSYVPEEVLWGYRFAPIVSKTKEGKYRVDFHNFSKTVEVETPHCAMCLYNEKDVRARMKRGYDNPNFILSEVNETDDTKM
PPARg SRC1 recr: promotes SRC-1 coactivator recruitment by human PPARgamma | P37231 | PPARgamma-SRC-1 coactivator recruitment biochemical assay | activation, % at 8 µM | actives 0.41% (n = 200,000) | AID 631; in the data active = activation above about 19%;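 note: 0% = DMSO and 100% = reference agonist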
L major viab: inhibitors of Leishmania major promastigote growth. Leishmania major promastigotes, resazurin fluorescence viability. inhibition, % at 10 µM. actives 9% (n = 200,000). AID 1063; in the data active = inhibition above about 50%;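 note: promastigotes grown with compound for 44 hours at 28 °C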
* hit, by the source's call; . = no result given. The order is random. Share with any hit: about 13%.

SMILES	PPARg SRC3 recr	S1P3 antag	Redox H2O2 prof	RAM network inh	TR-FRET SRC-2 ct	bIAP inhibitor	PPARg SRC2 recr	HMGR II inh	ROMK mod	PPARg SRC1 recr	L major viab
O=c1[nH]n2cc(-n3cc([N+](=O)[O-])cn3)cnc2c1Br	-1	-24	-3.3	0.6	1368	4	-2	-2	0.032	-5	5
COc1ccccc1N1CCN(c2nc(N)c(C#N)c(CC#N)c2C#N)CC1	5	.	-0.1	2.9	1615	3	2	-2	0.062	4	1
CC(=O)NC1C(=O)Nc2c(C)cc(C)cc21 (stereo not drawn)	12	.	-7.1	1.1	1629	4	0	-7	.	3	-6
CCC(=O)Nc1ccccc1-c1nnn(CC(=O)N2c3ccccc3CC2C)n1 (stereo not drawn)	-2	.	0.2	2.6	1309	-1	0	-6	-0.78	4	5
Cc1nc2ccc(S(=O)(=O)NCC(=O)N3CCOCC3)cc2s1	3	-4	-1.4	0.9	1395	3	5	-1	0.41	8	-1
CCOC(=O)COc1ccc(S(=O)(=O)N2CCN(c3ccccc3F)CC2)cc1	-7	-6	2.5	7.5	1401	13	-3	-13	.	-12	-11
CCOc1ccc(C(=O)NCCCN(CC)CC)cc1	-3	-16	0.1	2.4	1564	2	0	-3	-0.11	2	-6
COc1ccccc1NS(=O)(=O)c1cccc(C(=O)N/N=C/c2c(C)nn(-c3ccccc3)c2N2CCCC2)c1	1	14	-0.4	1.9	1667	15	-2	-5	0.55	3	96*
CN1/C(=C\C(=S)NC(=O)c2cccc(Br)c2)C(C)(C)c2ccccc21	2	-18	0.2	8.9*	1724	0	2	2	.	0	22
COc1ccc(-c2nc3nc(SC)nn3cc2C)cc1F	0	1	-0.3	1.3	1458	-8	1	-1	0.031	0	-4
O=C(NCc1ccc2c(c1)OCO2)C1CC(c2cccc(Br)c2)=NO1 (stereo not drawn)	12	.	0.7	1.2	1474	10	4	-7	.	4	-4
O=C(NCCCn1ccnc1)c1cccc(S(=O)(=O)NCc2ccccc2)c1	-1	6	-0.3	0.5	1842	4	3	-1	-0.028	-3	-5
Cc1nc(N)sc1-c1csc(Nc2ccccc2)n1	-3	33	0.6	1.9	1562	19	10	-5	-2.6	-2	2
CC(=O)C(Sc1nc(N2CCOCC2)nc(N2CCOCC2)n1)C(=O)Nc1ccccc1 (stereo not drawn)	10	-11	0.5	0.5	1671	3	2	-6	.	6	5
CCCCC(CCC(=O)Nc1ccc(C(=O)OCC)cc1)C(=O)O (stereo not drawn)	-13	.	2.5	0.8	1456	11	0	-3	.	-10	-10
COc1cccc(NC(=O)CSc2nc3c(c(-c4ccco4)c2C#N)CCCC3)c1	-11	7	2.4	9.2*	1540	0	-2	-8	.	-12	-7
Fc1ccc2nc(Nc3nc4c(F)cccc4s3)sc2c1	-6	-2	1.0	1.0	1475	8	-3	-4	.	2	1
C/C(=N\NC(=O)c1ccc(CSc2nc(C)cc(C)n2)cc1)c1ccco1	9	-1	-0.9	3.0	1719	-18	14	-4	0.54	12	4
Cc1ccc(C2=NN=C(NC(=O)CSc3nnc4c5ccccc5n(C)c4n3)SC2)cc1	5	-3	-0.2	5.1	1730	9	15	0	0.48	6	-9
Cn1c(NC(=O)C2c3ccccc3Oc3ccccc32)cc(=O)n(C)c1=O	-4	4	-0.6	2.9	1413	8	-2	-2	.	1	36

One compound at a time, as listed above. Order of values: PPARg SRC3 recr | S1P3 antag | Redox H2O2 prof | RAM network inh | TR-FRET SRC-2 ct | bIAP inhibitor | PPARg SRC2 recr | HMGR II inh | ROMK mod | PPARg SRC1 recr | L major viab
Cn1c(NC(=O)C2c3ccccc3Oc3ccccc32)cc(=O)n(C)c1=O reads -4 | 4 | -0.6 | 2.9 | 1413 | 8 | -2 | -2 | . | 1 | 36
Fc1ccc2nc(Nc3nc4c(F)cccc4s3)sc2c1 reads -6 | -2 | 1.0 | 1.0 | 1475 | 8 | -3 | -4 | . | 2 | 1
Cc1nc(N)sc1-c1csc(Nc2ccccc2)n1 reads -3 | 33 | 0.6 | 1.9 | 1562 | 19 | 10 | -5 | -2.6 | -2 | 2
C/C(=N\NC(=O)c1ccc(CSc2nc(C)cc(C)n2)cc1)c1ccco1 reads 9 | -1 | -0.9 | 3.0 | 1719 | -18 | 14 | -4 | 0.54 | 12 | 4
COc1cccc(NC(=O)CSc2nc3c(c(-c4ccco4)c2C#N)CCCC3)c1 reads -11 | 7 | 2.4 | 9.2* | 1540 | 0 | -2 | -8 | . | -12 | -7

Going on with the list.
SMILES	PPARg SRC3 recr	S1P3 antag	Redox H2O2 prof	RAM network inh	TR-FRET SRC-2 ct	bIAP inhibitor	PPARg SRC2 recr	HMGR II inh	ROMK mod	PPARg SRC1 recr	L major viab
Cc1cc(=O)n(C)c(=O)n1CCCCOc1ccc([N+](=O)[O-])cc1	5	18	-0.4	0.2	1465	-42	2	-1	-0.61	3	-5
CCOc1ccc(N2CC(C(=O)NCCCN3CCOCC3)CC2=O)cc1 (stereo not drawn)	3	-26	-1.6	-1.1	1605	7	4	-5	0.63	3	-2
O=C(OCC(=O)N1CCN(c2ccccc2)CC1)c1ccc[n+]([O-])c1	3	7	-0.5	2.7	1599	-25	1	-5	-0.052	2	-7
CCC(=O)Nc1ccc(C(=O)Nc2cccc(OC)c2)cc1	6	.	-0.9	1.4	1574	8	4	1	.	4	1
Cc1cc(N=Nc2ccccc2)c(NCC(O)C(O)C(O)CO)cc1C (stereo not drawn)	7	13	0.0	10*	1552	31	3	-1	-0.64	0	-1
CC1CN(C(=O)C(C)Sc2nc3ccccc3s2)CC(C)O1 (stereo not drawn)	-4	-17	2.8	0.4	1413	-11	-3	-6	-0.16	0	-4
O=C(N/N=C/c1ccco1)C1COc2ccccc2O1 (stereo not drawn)	-3	-16	0.6	-1.4	1614	1	11	-5	.	9	-7
CC(C)CC(COCc1ccc(Cl)cc1)N1CCN(C(=O)c2cccc(C(F)(F)F)c2)CCC1=O (stereo not drawn)	0	-2	0.7	4.6	1419	38	-5	-9	-2.3	-3	12
CC(C)c1ccc(N(CC(=O)NCc2ccc(F)cc2)C(=O)c2csnn2)cc1	1	13	-0.7	1.1	1772	1	2	1	0.85	7	5
CCCCCc1c(C)nc(Nc2ccc(F)cc2)[nH]c1=O	1	-7	0.1	1.9	1483	15	3	-6	0.099	3	16
COc1cccc(NC(=S)N(CCN(C)C)C(C)c2ccco2)c1 (stereo not drawn)	5	-4	2.6	0.1	1493	-8	-11	-2	-0.015	-3	44
O=C(c1ccc([N+](=O)[O-])cc1)N1CCN(C(=O)c2cccs2)CC1	1	-4	-0.3	-0.1	1675	7	2	0	0.69	0	-6
CN(C)c1ccc(CNC(=O)C2CCN(S(=O)(=O)c3ccc4c(c3)CCC(=O)N4)CC2)cc1	3	-22	-1.1	1.3	1610	3	2	-7	.	2	-3
NC(=O)C1CCN(CC(=O)Nc2cccnc2Cl)CC1	2	-3	4.5	0.9	1684	-24	7	3	0.07	7	-5
CCN(CC)C(=O)C(=O)c1cn(CCOc2ccccc2)c2ccccc12	4	6	-0.7	1.9	1483	-4	-5	-6	-1.8	-4	13
O=Nc1c(O)[nH]c2c(F)cccc12	5	-3	0.0	0.3	1432	-10	-3	-1	-0.72	0	-2
NC(=O)c1cc(-c2ccccc2)sc1NC(=O)Cc1ccc(S(=O)(=O)N2CCOCC2)s1	0	10	1.8	3.6	1656	16	3	-2	.	5	5
Cn1c(SCc2nc(-c3ccccc3)no2)nnc1-c1cccs1	-6	.	0.9	3.0	1357	5	5	-2	.	5	-7
Cc1cc(NC(=O)c2c(F)c(F)c(F)c(F)c2F)no1	1	-26	-1.4	0.1	1306	6	-5	-1	.	-8	-2
CCCCNC(=O)COC(=O)c1cc(C)nc2ccccc12	3	.	-0.1	0.2	1687	5	22	2	0.05	-1	-4

Some of these compounds in order of molar mass, descending.
SMILES	PPARg SRC3 recr	S1P3 antag	Redox H2O2 prof	RAM network inh	TR-FRET SRC-2 ct	bIAP inhibitor	PPARg SRC2 recr	HMGR II inh	ROMK mod	PPARg SRC1 recr	L major viab
CCN(CC)C(=O)C(=O)c1cn(CCOc2ccccc2)c2ccccc12	4	6	-0.7	1.9	1483	-4	-5	-6	-1.8	-4	13
Cn1c(SCc2nc(-c3ccccc3)no2)nnc1-c1cccs1	-6	.	0.9	3.0	1357	5	5	-2	.	5	-7
NC(=O)C1CCN(CC(=O)Nc2cccnc2Cl)CC1	2	-3	4.5	0.9	1684	-24	7	3	0.07	7	-5
Cc1cc(NC(=O)c2c(F)c(F)c(F)c(F)c2F)no1	1	-26	-1.4	0.1	1306	6	-5	-1	.	-8	-2

Next part:
SMILES	PPARg SRC3 recr	S1P3 antag	Redox H2O2 prof	RAM network inh	TR-FRET SRC-2 ct	bIAP inhibitor	PPARg SRC2 recr	HMGR II inh	ROMK mod	PPARg SRC1 recr	L major viab
O=C(C1=C[C@@H](c2ccc(C(F)(F)F)cc2)C[C@@H](OCc2ccc(CO)cc2)O1)N1CCN(Cc2ccc3c(c2)OCO3)CC1	1	-22	0.1	0.9	1638	-22	12	-5	.	8	56*
O=C(Nc1nnc(CSCc2ccccc2F)s1)c1cccc([N+](=O)[O-])c1	-1	-14	-0.3	4.3	1567	22	-13	-2	0.43	-3	95*
Cc1ccc(N=Cc2cc3c(cc2O)OC(N)=C(C#N)C3c2ccccc2)cc1 (stereo not drawn)	10	2	0.9	3.6	1815	19	1	1	.	6	2
Cc1ccc(S(=O)(=O)NCC(=O)N/N=C/c2ccc(Cl)cc2Cl)cc1	-7	-5	0.3	3.8	1457	3	-5	-5	.	6	2
CCCCn1c(SCc2cccnc2)nc2c1c(=O)n(C)c(=O)n2C	-1	-11	-2.4	0.3	1610	6	4	1	-0.032	3	-2
COc1cccc(C2Nc3cc(Cl)c(S(N)(=O)=O)cc3S(=O)(=O)N2)c1 (stereo not drawn)	3	.	0.0	0.4	1584	.	7	-5	-0.069	5	-3
CCCCOC(=O)C(C)Nc1n[nH]c(=O)[nH]c1=O (stereo not drawn)	3	-7	3.7	-0.4	1335	0	3	4	.	0	-4
COc1ccc(N2CCN(C(=O)c3ccc(C(C)(C)C)cc3)CC2)cc1	9	.	-0.3	0.7	1408	-11	-1	0	.	-2	0
COC(=O)c1ccc(CN2C(=O)NC3(CCCCC3)C2=O)cc1	1	-22	-1.2	-0.6	1825	0	5	-10	0.86	5	-1
O=C1CCCc2c1cc(C(=O)NCc1ccco1)c(=O)n2-c1ccc(Cl)cc1	-6	10	0.1	-0.1	1503	-14	-3	-4	.	-4	47
Cc1csc(NC(=O)CSc2nnc(-c3ccc(S(=O)(=O)N4CCCC4)cc3)o2)n1	-2	2	1.0	5.5	1571	2	-10	-2	.	-4	99*
COc1ccc(/C=C2\N=C3CCCCCN3C2=O)cc1OC	-4	.	2.4	1.0	1568	3	5	-1	.	-1	1
